# GSIS activator = GLuc luminescence reporter in INS-1E cells, primary screen for activators of glucose-dependent secretion of insulin; INS-1E GLuc reporter insulin secretion, 2-3 h; activation, % at 16.6 µM; 370,000 compounds, 0.61% hits;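 active = lowest replicate activation of at least 40%, so every replicate reaches that level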;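 note: 0% = median of neutral control wells and 100% = median of IBMX positive control wells; some compounds called inactive have numbers as strong as hits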
# RAD54 branch = inhibitors of human RAD54 branch migration, primary screen, biochemical, fluorescence, single point; AID 602329, 2012; RAD54 Holliday junction branch migration, FAM/BHQ fluorescence; DNA repair and recombination protein RAD54-like (Homo sapiens), Q92698; 360,000 compounds, 0.14% hits; inhibition, % at 10.4 µM;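 active = mean normalized replicate activity at least 40 and at least half of replicates scoring 40 or more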;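 note: 0% = median of neutral control wells and 100% = median of positive control wells; inhibitors cause a drop in the FAM fluorescence signal; in these data hits start at about 50%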
# Target sequence (Q92698 whole entry, looked up): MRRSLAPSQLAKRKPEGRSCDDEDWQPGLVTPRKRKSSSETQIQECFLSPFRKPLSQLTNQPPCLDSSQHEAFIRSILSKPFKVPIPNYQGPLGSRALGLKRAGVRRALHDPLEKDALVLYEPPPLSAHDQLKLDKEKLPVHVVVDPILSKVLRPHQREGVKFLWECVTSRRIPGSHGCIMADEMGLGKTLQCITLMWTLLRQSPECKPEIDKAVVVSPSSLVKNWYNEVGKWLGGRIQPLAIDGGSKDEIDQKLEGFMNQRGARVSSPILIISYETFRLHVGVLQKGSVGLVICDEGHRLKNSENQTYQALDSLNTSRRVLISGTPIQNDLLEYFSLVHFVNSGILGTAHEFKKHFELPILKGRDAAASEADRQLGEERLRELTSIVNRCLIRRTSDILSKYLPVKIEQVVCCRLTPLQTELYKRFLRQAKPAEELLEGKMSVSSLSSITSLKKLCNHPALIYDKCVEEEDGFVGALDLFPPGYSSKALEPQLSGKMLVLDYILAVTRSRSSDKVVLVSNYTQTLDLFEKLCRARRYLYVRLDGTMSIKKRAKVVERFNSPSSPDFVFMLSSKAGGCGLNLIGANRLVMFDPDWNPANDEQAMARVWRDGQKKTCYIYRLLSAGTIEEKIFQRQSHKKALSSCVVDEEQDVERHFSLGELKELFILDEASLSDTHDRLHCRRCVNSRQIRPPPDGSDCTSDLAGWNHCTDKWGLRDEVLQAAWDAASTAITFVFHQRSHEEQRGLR
# ERAP1 inh = human ERAP1 aminopeptidase inhibitors, primary screen, biochemical, single point, plate reader. Endoplasmic reticulum aminopeptidase 1 (Homo sapiens), Q9NZ08. recombinant ERAP1, Leu-AMC fluorescence, 60 min. inhibition, % at 10.7 µM. 340,000 compounds, 0.15% hits;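 active = mean replicate inhibition of at least 30%, or all replicates individually reaching that 30% level; inactive = mean below 30% and not every replicate reaching it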;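 note: 0% = neutral control wells and 100% = L-leucinethiol positive control wells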
# CFTR F508del cor = F508del CFTR correction, initial screen, CFBE line, single point | CFBE cells, YFP halide quenching; stimulated with forskolin plus potentiator P3; % fluorescence drop versus neutral controls | activity (quench increase), % at 7.58 µM | 350,000 compounds, 0.36% hits | AID 720511, 2013;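 active = mean added fluorescence quench of at least 8% versus neutral control, with both replicates also reaching 8%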;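 note: cells transiently co-express mutant CFTR-F508del with the halide-sensitive YFP; corrector assay measuring rescue of mutant channel to the surface after 24 h compound exposure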
# XiGFP reactiv = activators of inactive X chromosome reactivation, primary screen, imaging, XiGFP fibroblasts, GFP high-content imaging, set 2 | XiGFP mouse fibroblasts, % GFP-positive cells imaging, 3 d; cells co-treated with 5-aza-dC sensitizer; scaled so ellipticine positive control = 100% | activation, % at 7.58 µM | 360,000 compounds, 0.055% hits | AID 743238, 2013;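 active = mean normalized replicate activation at least 10% and every replicate at or above 10%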;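 note: 0% = median of on-plate neutral control wells and 100% = ellipticine 6 µM median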
#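 Assay system – SV40-immortalized XiGFP fibroblast cells, line 68-5-11 · Buffer or medium – DMEM supplemented with 5-aza-dC as sensitizing agent · Dosing – one concentration, pinned · Benchmarks – positive control ellipticine, 6 µM final · Times – 3 days compound exposure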
# esBAF inh = Bmi1 luciferase reporter increase in mESCs, primary screen, esBAF inhibitor project, mouse ES cells, Bmi1 luciferase knock-in, single point; 24 h; 100% = twice the neutral-well signal; reporter increase, % at 12.5 µM; 350,000 compounds, 2% hits; AID 602393, 2012; in the data active = activation above about 40%;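 note: 0% = median of the plate's neutral control wells and 100% = double that signal; a rise in the Bmi1 reporter signal indicates esBAF inhibition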
# RAD52 inh = RAD52 DNA annealing inhibitors, primary screen, biochemical, FRET, single point, set 2. DNA repair protein RAD52 homolog (Homo sapiens), P43351. recombinant RAD52 DNA annealing, FRET fluorescence. inhibition, % at 18.7 µM. 360,000 compounds, 0.46% hits. AID 651710, 2012;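 active = every replicate showing at least 50% inhibition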
# ARNT-TACC3 inh = disruptors of ARNT/TACC3 protein interaction, primary screen, biochemical, AlphaScreen, single concentration; Transforming acidic coiled-coil-containing protein 3 (Homo sapiens), Q9Y6A5; AlphaScreen His-ARNT PAS-B/GST-TACC3 binding, luminescence; TACC3 fragment carries E629A point mutation; inhibition, % at 9.99 µM; 390,000 compounds, 0.66% hits;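 active = mean inhibition of replicates at least 50% and at least half of replicates each reaching 50%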;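 note: 0% = complete ARNT plus TACC3 wells and 100% = ARNT alone without TACC3; many hits fall short of the cut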
# An asterisk follows results filed as active; . = not tested or not shown.
# Start of the data: the first three entries, to show the layout:
SMILES,GSIS activator,RAD54 branch,ERAP1 inh,CFTR F508del cor,XiGFP reactiv,esBAF inh,RAD52 inh,ARNT-TACC3 inh
COCC(=O)OCC(=O)c1cc(C)n(-c2ccc(Br)cc2)c1C,9,.,8,-7.9,0.3,.,-22,-5
CCc1ccccc1NC(=S)N1N=CCC1c1ccccc1 (stereo unspecified),-2,6,-2,2.4,0.1,12,4,0
N#C/C(=C\c1ccccc1)C(=O)NC1CC1,6,-7,1,-3.3,0.0,-5,-16,-4

# Results, from the start:
SMILES,GSIS activator,RAD54 branch,ERAP1 inh,CFTR F508del cor,XiGFP reactiv,esBAF inh,RAD52 inh,ARNT-TACC3 inh
COCC(=O)OCC(=O)c1cc(C)n(-c2ccc(Br)cc2)c1C,9,.,8,-7.9,0.3,.,-22,-5
CCc1ccccc1NC(=S)N1N=CCC1c1ccccc1 (stereo unspecified),-2,6,-2,2.4,0.1,12,4,0
N#C/C(=C\c1ccccc1)C(=O)NC1CC1,6,-7,1,-3.3,0.0,-5,-16,-4
CC(=O)Nc1ccc(S(=O)(=O)N2CCC(c3nc4c(nnn4Cc4ccccc4Cl)c(=O)[nH]3)CC2)cc1,-14,1,-1,0.7,0.0,0,-1,1
COc1ccccc1NC(=O)C(C)N(C)CC(=O)Nc1cccc2ccccc12 (stereo unspecified),-6,10,4,4.4,0.3,14,-11,0
CO[C@H]1CN(C)C(=O)c2ccc(NC(=O)NC(C)C)cc2OC[C@H](C)N(C(=O)NC(C)C)C[C@H]1C,1,-4,1,0.2,0.0,2,7,0
CCOc1ccc(N(CC(=O)NC(C(C)C)C(C)C)S(=O)(=O)c2ccc(OC)c(OC)c2)cc1,-36,.,-3,-1.6,0.0,.,-42,-3
CN1CCN(c2ccccc2NC(=O)c2ccccc2F)CC1,.,-4,1,4.5,0.0,-1,12,-2
CCCNC(=O)N(C)C[C@@H]1Oc2ncc(C#Cc3ccncc3)cc2C(=O)N([C@@H](C)CO)C[C@@H]1C,-25,4,-1,-2.8,0.4,2,-5,10
O=C1Cn2c(nc3ccccc32)-c2ccccc2N1,1,-2,2,.,.,13,-6,2
COc1ccc(S(=O)(=O)Nc2ccc3c(c2)CC(=O)N([C@H](C)CO)C[C@H](C)[C@H](CN(C)Cc2ccc(Oc4ccccc4)cc2)O3)cc1,-12,-7,2,5.5,0.2,-4,19,-3
CCCc1cc(=O)oc2cc(C)cc(OCC(=O)Nc3ccc(S(N)(=O)=O)cc3)c12,139*,-7,0,6.4,0.1,-5,0,-3
C[C@@H]1CN([C@H](C)CO)C(=O)Cc2cc(NC(=O)Cc3ccccc3)ccc2O[C@@H]1CN(C)Cc1ccc2c(c1)OCO2,-15,0,0,-1.2,-0.1,-3,9,-4
Cc1ccc(Cc2c(-c3cccc(Cl)c3)nc3cc(C)c(Br)c(C)n23)cc1,9,-7,.,1.6,0.0,14,-45,.
CCCNC(=S)N1CCC(C(=O)c2ccc(OC)cc2)CC1,-3,5,.,.,0.0,.,.,-5
Cc1ccccc1Cn1c(=O)n(CCCC(=O)NCc2ccco2)c(=O)c2ccccc21,11,3,.,.,.,6,.,0
N#C/C(=C/c1ccc(C(=O)O)cc1)C(=O)NCc1ccccc1,-47,-3,5,-1.1,.,-3,-13,-13
CCOc1ccc(C(=O)Nc2ccc(C(F)(F)F)n(C)c2=O)cc1,-6,-12,10,.,0.0,-12,-13,.
COc1cc(NC(=O)c2ccccc2)c(OC)cc1NC(=O)CSc1[nH]c(=O)cc(C)c1C#N,23,-9,2,5.5,0.1,18,-9,9
O=S(=O)(c1ccccc1F)N1CC[C@@H]2[C@H](CO)Nc3ccc(-c4ccccc4F)cc3[C@@H]21,21,4,1,-0.5,0.3,0,-20,0
COc1ccc(-c2cc(C(=O)Nc3ccc(S(=O)(=O)Nc4onc(C)c4C)cc3)c3ccccc3n2)cc1OC,-16,.,-2,0.6,0.0,.,-7,0
COc1ccc2oc(C(=O)N(Cc3ccco3)Cc3cccs3)c(C)c2c1,-23,.,1,-3.2,0.0,.,-85,1
CN(Cc1c(F)cccc1Cl)C(=O)C1=CC=CN2CCS(=O)(=O)N=C12,-6,0,0,0.6,0.0,-2,0,-10
CC(C)NC(=O)C1CCN(C2CCN(Cc3cn[nH]c3-c3ccccc3)CC2)CC1,13,.,0,-0.8,0.4,-5,-16,1
Cc1noc(C)c1NC(=O)Nc1ccc2c(c1)CC(=O)N([C@@H](C)CO)C[C@@H](C)[C@H](CN(C)Cc1ccc(Oc3ccccc3)cc1)O2,-32,-4,.,-4.5,0.2,3,.,16
CCOc1ccc(N2C(=O)C3Sc4[nH]c(=O)sc4C(c4ccc(OC)c(OC)c4)C3C2=O)cc1 (stereo unspecified),5,6,1,-1.6,-0.1,1,-22,7
Nc1nc(-c2ccc(-c3ccccc3)cc2)cs1,13,.,2,1.2,0.0,59*,-8,-6
C[C@@H]1CN([C@@H](C)CO)C(=O)c2cccc(NS(=O)(=O)c3cn(C)cn3)c2O[C@H]1CN(C)CC1CCCCC1,3,1,3,-0.2,-0.6,1,-3,-7
O=S(=O)(Cc1ccc(Cl)cc1)Nc1ccc2c(c1)OCO2,1,-5,3,-1.4,.,10,0,-2
CN1CCC(N(C)S(=O)(=O)c2ccc(NC(=O)COc3ccc(F)cc3)cc2)CC1,7,-3,13,0.0,0.0,-6,-5,-7
C[C@H](CO)N1C[C@H](C)[C@@H](CN(C)C(=O)C2CCOCC2)Oc2ncc(C#Cc3cccc(F)c3)cc2C1=O,8,.,.,-1.8,-0.4,3,.,.
CCOC(=O)N1CCN(S(=O)(=O)c2c(C(=O)N3CCCCC3)c(C)n(C)c2C)CC1,2,5,-8,0.0,0.2,-17,0,.
CN1C(=O)c2cc(NC(=O)c3cccs3)ccc2OC[C@H]2O[C@H](CC(=O)NCC(F)(F)F)CC[C@H]21,-8,1,2,-1.2,0.2,8,-8,9
C[C@@H]1CCCCO[C@H](CN(C)C(=O)Nc2ccc(C(F)(F)F)cc2)[C@@H](C)CN([C@@H](C)CO)C(=O)c2cc(NC(=O)CCC(F)(F)F)ccc2O1,-12,-7,2,-3.3,-1.1,5,-7,-2
CCC(=O)Nc1ccc2c(c1)C(=O)N(C)C[C@H](OC)[C@H](C)CN[C@@H](C)CO2,7,-6,3,-0.8,0.3,-1,-14,-5
CCOc1ccc(N(CC(=O)Nc2ccccc2C)S(=O)(=O)c2c(C)noc2C)cc1,-20,7,-3,2.1,0.9,-15,-6,-2

# Some of the entries so far, bar-delimited:
canonical_smiles | GSIS activator | RAD54 branch | ERAP1 inh | CFTR F508del cor | XiGFP reactiv | esBAF inh | RAD52 inh | ARNT-TACC3 inh
Cc1noc(C)c1NC(=O)Nc1ccc2c(c1)CC(=O)N([C@@H](C)CO)C[C@@H](C)[C@H](CN(C)Cc1ccc(Oc3ccccc3)cc1)O2 | -32 | -4 | . | -4.5 | 0.2 | 3 | . | 16
CN1CCC(N(C)S(=O)(=O)c2ccc(NC(=O)COc3ccc(F)cc3)cc2)CC1 | 7 | -3 | 13 | 0.0 | 0.0 | -6 | -5 | -7
CN1C(=O)c2cc(NC(=O)c3cccs3)ccc2OC[C@H]2O[C@H](CC(=O)NCC(F)(F)F)CC[C@H]21 | -8 | 1 | 2 | -1.2 | 0.2 | 8 | -8 | 9
CCC(=O)Nc1ccc2c(c1)C(=O)N(C)C[C@H](OC)[C@H](C)CN[C@@H](C)CO2 | 7 | -6 | 3 | -0.8 | 0.3 | -1 | -14 | -5
C[C@@H]1CCCCO[C@H](CN(C)C(=O)Nc2ccc(C(F)(F)F)cc2)[C@@H](C)CN([C@@H](C)CO)C(=O)c2cc(NC(=O)CCC(F)(F)F)ccc2O1 | -12 | -7 | 2 | -3.3 | -1.1 | 5 | -7 | -2

# Additional records:
SMILES,GSIS activator,RAD54 branch,ERAP1 inh,CFTR F508del cor,XiGFP reactiv,esBAF inh,RAD52 inh,ARNT-TACC3 inh
CN(CCC#N)c1ccc(C=C(C#N)c2ccc(Br)cc2)cc1,.,.,-2,1.0,0.0,.,-170,.
S=C(Nc1ccc(Cl)cc1Cl)N1CCN(c2ccccn2)CC1,.,4,-1,-0.9,0.0,0,-18,-2
C[C@@H]1CCCCO[C@H](CN(C)C(=O)Nc2ccc3c(c2)OCO3)[C@H](C)CN([C@H](C)CO)C(=O)c2cc(NC(=O)Nc3ccc(C(F)(F)F)cc3)ccc2O1,19,1,-3,2.0,0.1,-4,-16,3
Cn1nnnc1NCc1ccc(Cl)cc1,2,.,-1,0.4,-0.1,.,6,2
O=C(Nc1ccc2c(c1)OCO2)c1ccc(N2C(=O)c3ccccc3C2=O)cc1,11,.,5,-0.4,0.4,.,-11,.
O=C(CN(Cc1ccc(F)cc1)C(=O)CNS(=O)(=O)c1ccc(Cl)cc1)NCC1CCCO1 (stereo unspecified),-2,13,-3,0.7,.,-2,-4,1
O=C(c1ccc2c(c1)OCO2)N1C[C@@H]2[C@H](c3ccccc31)[C@H](CO)N2Cc1cccnc1,1,6,-2,-1.0,0.2,0,-21,0
Cc1ccc(N(CC(=O)N/N=C/c2cccc(Br)c2)S(C)(=O)=O)cc1,17,3,-3,.,-0.4,.,-1,-4
CCCNC(=O)[C@H]1[C@H](CO)[C@H]2Cn3c(cccc3=O)[C@H]2N1CC1CCCC1,22,.,1,-8.7,0.1,.,-19,.
Cn1c(=O)c2c(nc(CN3CCN(CCO)CC3)n2CCc2ccccc2)n(C)c1=O,.,-2,-1,3.4,0.0,11,-12,2
O=C(Nc1cc(S(=O)(=O)N2CCCC2)ccc1Cl)c1cc(F)c(F)c(F)c1F,11,0,1,-4.1,0.4,-5,-12,-5
CC1(C(=O)NCc2cccc3ccccc23)CCN1Cc1ccc(OC(F)(F)F)cc1 (stereo unspecified),203*,-5,-1,2.7,-0.1,5,-24,.
O=C(COC(=O)CSc1ccc(F)cc1)NCc1ccco1,3,-1,0,1.4,2.7,-4,-9,28
CNC[C@H]1OCCCC[C@H](C)Oc2ccc(NC(=O)Nc3ccccc3)cc2C(=O)N([C@@H](C)CO)C[C@@H]1C,21,5,1,0.1,0.1,4,-37,-1
O=C1CC(NCc2cccs2)C(=O)N1c1ccc(Cl)cc1 (stereo unspecified),0,-4,.,.,.,-1,.,4
COCCNC(=O)C[C@@H]1C[C@H]2c3cc(NC(=O)NC4CCCCC4)ccc3O[C@H]2[C@H](CO)O1,7,-5,-1,-1.2,0.3,-3,-5,0
CC(=O)Nc1ccc(S(=O)(=O)NCCSCc2ccco2)cc1,10,-4,2,1.9,.,-1,-27,5
COc1ccc(CC(=O)NNC(=O)CCc2ccccc2)cc1OC,1,.,0,1.1,0.0,.,-7,-11
CCCNC(=O)C1(CC2CC(c3ccccc3)=NO2)CCN(C(=O)C2CCCC2)CC1 (stereo unspecified),-10,-4,-2,-1.4,0.0,-7,-12,-8
Cc1nc2ccc(Cl)cn2c1C(=O)NN,0,7,11,-2.6,0.3,-3,-16,0
